Avidin bead fluor: green autofluorescence of compounds with avidin beads – biophysical, 488/530 nm, flow cytometry, artefact control, profiling panel; compound fluorescence 488/530 nm; active compounds read high; 220,000 compounds, 0.38% hits; fluorescence (KMESF) at 10 µM; in the data active = fluorescence above about 47; note: inactives centre near 10
Mcl1 Noxa PPI: Mcl-1/Noxa binding inhibitors, primary screen, biochemical, TR-FRET, 1536-well; Induced myeloid leukemia cell differentiation protein Mcl-1 (Homo sapiens), Q07820; TR-FRET Mcl-1/Noxa peptide binding, 2 h; inhibition, % at 21.7 µM; 220,000 compounds, 1.5% hits; AID 1022, 2008;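 active = compounds that cut the protein-peptide binding signal by more than 50% relative to plate controls in a single-dose test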;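 note: His-tagged Mcl-1 with rhodamine Noxa BH3 peptide and terbium anti-His antibody; 0% = Mcl-1 plus Noxa peptide wells and 100% = peptide-only wells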
Target sequence (Q07820 whole entry, looked up): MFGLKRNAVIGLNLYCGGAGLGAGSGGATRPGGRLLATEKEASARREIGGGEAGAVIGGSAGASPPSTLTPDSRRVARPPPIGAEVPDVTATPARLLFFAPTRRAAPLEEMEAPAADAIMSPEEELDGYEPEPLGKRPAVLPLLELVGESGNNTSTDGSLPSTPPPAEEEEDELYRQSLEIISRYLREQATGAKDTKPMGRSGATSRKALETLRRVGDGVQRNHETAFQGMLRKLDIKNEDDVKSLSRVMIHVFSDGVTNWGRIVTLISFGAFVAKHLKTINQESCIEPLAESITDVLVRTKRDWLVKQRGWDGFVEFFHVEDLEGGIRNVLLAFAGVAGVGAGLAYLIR
Mcl1-Bid inh: Mcl-1/Bid binding inhibitors, primary screen, biochemical, TR-FRET, 1536-well; 220,000 compounds, 0.97% hits; inhibition, % at 21.7 µM; TR-FRET Mcl-1/Bid-Dy647 peptide binding; Induced myeloid leukemia cell differentiation protein Mcl-1 (Homo sapiens), Q07820;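 active = compounds that cut the binding signal by more than half at the single screening dose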;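 note: His-tagged Mcl-1 with europium anti-His antibody binding Bid BH3 peptide; 0% = Mcl-1 plus peptide wells and 100% = peptide-only wells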
Numbers without * were called inactive. The list is partial; rates above refer to the full screens.

Start of the data: the first six compounds (preview)
structure,Avidin bead fluor,Mcl1 Noxa PPI,Mcl1-Bid inh
Cc1nc(C2CCC3C4CCC5=CC(=O)CC[C@]5(C)C4CC[C@]23C)cs1 (stereo partly specified),9,10,-52
NC(=O)CC(NC(=O)c1ccc(Br)cc1)c1ccc(N2CCN(c3ccc(F)cc3)CC2)c([N+](=O)[O-])c1 (stereo unspecified),9,14,-47
CCn1cc(C(=O)O)c(=O)c2cnc(N3CCN(C(=S)NC(=O)c4ccccc4Cl)CC3)nc21,4,-37,-10
CC1CCN(C(=O)c2[nH]cnc2C(=O)N[C@@H](C)C(=O)OC(C)(C)C)CC1,8,-2,-19
NC(=O)C1CCCNC1 (stereo unspecified),13,1,-7
COc1cc(CC(=O)O)ccc1O,8,-8,-46

Main list (from the top)
structure,Avidin bead fluor,Mcl1 Noxa PPI,Mcl1-Bid inh
Cc1nc(C2CCC3C4CCC5=CC(=O)CC[C@]5(C)C4CC[C@]23C)cs1 (stereo partly specified),9,10,-52
NC(=O)CC(NC(=O)c1ccc(Br)cc1)c1ccc(N2CCN(c3ccc(F)cc3)CC2)c([N+](=O)[O-])c1 (stereo unspecified),9,14,-47
CCn1cc(C(=O)O)c(=O)c2cnc(N3CCN(C(=S)NC(=O)c4ccccc4Cl)CC3)nc21,4,-37,-10
CC1CCN(C(=O)c2[nH]cnc2C(=O)N[C@@H](C)C(=O)OC(C)(C)C)CC1,8,-2,-19
NC(=O)C1CCCNC1 (stereo unspecified),13,1,-7
COc1cc(CC(=O)O)ccc1O,8,-8,-46
Cc1cc(-n2cnc3c(=O)[nH]cnc32)ccc1N,6,18,-25
CCc1ccc(Nc2n[n+](C)c(-c3ccc(C(=O)O)cc3)s2)cc1,8,-6,-97
CC(C)CCNC(=O)C1CC(c2ccc(C(F)(F)F)cc2)=NO1 (stereo unspecified),9,-8,-59
Cc1ccc(NC(=O)C(C)S)cc1 (stereo unspecified),6,15,-131
C=CCNC(=O)c1onc(CSc2cc(C)cc(C)c2)c1C(=O)NCC=C,9,-24,-49
Cc1cc(/C=N/Nc2nc(N)ncc2[N+](=O)[O-])c(C)n1-c1cccc(C(F)(F)F)c1,10,-4,-101
CCNc1nc(Cl)nc(-c2cn(-c3ccccc3)c3ccccc23)n1,4,-6,-1
NC(=O)CC(NC(=O)Cc1cccc2ccccc12)c1ccc(N2CCN(c3ccc(F)cc3)CC2)c([N+](=O)[O-])c1 (stereo unspecified),10,13,-11
Oc1ccc2c(ccc3[nH]cnc32)c1,2,6,-6
C[C@@H]1C=C(C(=O)NC2CC2)O[C@H](OCc2ccc(CO)cc2)C1,7,3,-53
O=C1NN(c2cccc(Br)c2)C(=O)/C1=C/c1ccc(-c2cc([N+](=O)[O-])ccc2O)o1,9,101*,98*
C=C(C)C(=O)N1CC2(CC(c3cccc(NC(=O)/C(C)=C\C)c3)=NO2)C[C@H]1C(N)=O (stereo partly specified),11,-13,-31
CCSc1nnc(Cc2cc(=O)[nH]c(=O)[nH]2)n1-c1ccc(Cl)cc1,7,10,-40
O=C(O)/C=C/C(=O)Nc1ccc(Oc2ncnc3cc(Cl)ccc23)nc1,7,9,3
c1ccc2c(c1)[nH]c1c3ccccc3sc21,4,0,-10
O=C(Nc1ccc(O)c2c(=O)cc(-c3cccc(Cl)c3)oc12)c1cccc(Cl)c1,6,-8,-35
CC[C@@H]1CC=C[C@H]2[C@H]1C(=O)N(Cc1ccccc1)[C@H]2c1ccc2ccccc2c1,14,2,-22
CC(C)OP(=O)(OC(C)C)C(Nc1cccc(C(=O)O)c1)c1ccccc1 (stereo unspecified),2,15,-1
O=c1cc(-c2ccc(O)cc2)oc2c(O)c(O)c(O)c(O)c12,3,34,-28
O=C(CSc1nnc2sc3ccccc3n12)NCc1ccc2c(c1)OCO2,8,12,-51
CO[C@H]1C[C@@H]2CC[C@@H](C)[C@@](O)(O2)C(=O)C(=O)N2CCCC[C@H]2C(=O)O[C@H]([C@H](C)C[C@@H]2CC[C@@H](O)[C@H](OC)C2)CC(=O)[C@H](C)C=C(C)[C@@H](O)[C@@H](OC)C(=O)[C@H](C)C[C@H](C)C=CC=CC=C1C,8,21,-15
Oc1ccc2ccc3[nH]cnc3c2c1,5,15,-48
O=C(Nc1nnc(-c2ccc(Cl)cc2)o1)C1CCCCC1,8,10,-9
NCCCC[C@H]1CNC(=O)C(=O)N1CCCCC1CCCCC1,8,1,-32
COC(=O)c1ccc(C23CC4(C2)[C@H](CN(CC2CCCCC2)[C@@H]4c2ccccc2)C3c2ccccc2)cc1 (stereo partly specified),8,-4,-49
NC(=O)C(=CNc1nc(-c2ccc(Cl)c(Cl)c2)cs1)C(N)=O,7,73*,-35
Cc1c(C(=O)N2CCCc3ccccc32)sc2nc(-c3ccccc3)cn12,8,-8,-58
C=CCCN(Cc1ccccc1)S(=O)(=O)c1ccccc1Br,24,-5,-27
CC(C)(C)c1ccc(OCCOc2ccc(C(C)(C)C)cc2NC=O)c(NC=O)c1,6,-23,-1
C=CC(COCc1ccccc1)N(C(=O)OC(C)(C)C)S(=O)(=O)c1ccccc1Br (stereo unspecified),6,-2,-39
C/C=C\C(=O)Nc1cccc(C2=NOC3(C2)C[C@@H](C(N)=O)N(C(=O)c2ccccc2)C3)c1 (stereo partly specified),8,-9,-11
COc1cc(NC(=O)COc2ccc(Cl)cc2)ccc1NC(=O)C(C)C,9,-4,-19
CCSc1nc(C)c(C)c(=O)[nH]1,10,-12,2
O=C(Nc1cccc(C(F)(F)F)c1)Oc1ccc(Cl)c2cccnc12,0,-68,-67
CCOc1ccc(-n2cnc3c(=O)[nH]c(N)nc32)cc1,4,-18,1
CCOc1ccc(CCN2C(=O)C(=O)N([C@H](CCCN(C)Cc3ccccc3)CNCc3ccccc3)C[C@@H]2C(C)C)cc1,7,4,-40
CC1(C)[C@@H](O)CC[C@]2(C)C3C(O)C=C4[C@H]5C[C@@](C)(C(=O)O)CC[C@]5(C)CC[C@]4(C)[C@]3(C)CC[C@@H]12 (stereo partly specified),8,2,-34
Oc1[nH]c(N=C2N=c3ccccc3=N2)c2ccccc12,1,-50,-64
CC(C)(O)c1ccc2c(c1)CCC1C(C)(C(=O)O)CCCC21C (stereo unspecified),7,24,-22
Cn1c(=O)c2c(ncn2CC(=O)N/N=C/c2c[nH]c3ccccc23)n(C)c1=O,8,15,-12
O=C(O)C(Cc1ccccc1-c1ccccc1)C(=O)O,6,2,-35
C[C@H](NC(=O)c1nc[nH]c1C(=O)N[C@@H](C)C(=O)OC(C)(C)C)C(=O)OC(C)(C)C,15,7,-25
O=C1C2C(c3cccc(/C=C/c4ccccc4)c3)CC=CC2C(c2ccc3ccccc3c2)N1Cc1ccccc1 (stereo unspecified),9,-8,-59
O=C(c1ccc2c(c1)OCO2)N1CCC2(CC1)Oc1ccc(F)cc1C(=O)C21CC(c2cccnc2)=NO1 (stereo unspecified),10,-2,-23

(list continues)
structure,Avidin bead fluor,Mcl1 Noxa PPI,Mcl1-Bid inh
NC[C@@H]1O[C@H](C23CC4CC(CC(C4)C2)C3)Cc2c1ccc(O)c2O,7,6,-40
Cc1cc(OCCCCOc2ccc(C#N)cc2)ccc1[N+](=O)[O-],11,5,-2
COC(C[C@H]1O[C@H]1[C@H](O)COCc1ccccc1)OC,10,-13,-20
CNc1nc(SC)n(C)c(=O)c1N=O,6,5,-27
O=C(O)C(Cc1cn[nH]n1)=NO,6,-6,-4
COCC(C)OC(=O)c1c(N)n(-c2ccc(OC)c(OC)c2)c2nc3ccccc3nc12 (stereo unspecified),3,16,-1
CC(C)C[C@H](NC(=O)c1nc[nH]c1C(=O)NCC(=O)OC(C)(C)C)C(=O)OCc1ccccc1,10,-78,-41
C#CCCOC(=O)N1C2=NC(C(=O)OC)=C(C(=O)OC)[C@@H]3N(Cc4ccccc4)c4ccccc4[C@]23C[C@H]1C(=O)OC,11,9,-32
COc1ccc(NC(=O)c2cc3ccc4c5ccccc5[nH]c4c3cc2O)cc1,5,14,0
Cc1cccc(Cn2c(SCCN3CCCCC3)nc3c2c(=O)[nH]c(=O)n3C)c1,10,24,-48

A few values from the results shown.
`Cc1cc(OCCCCOc2ccc(C#N)cc2)ccc1[N+](=O)[O-]` in Mcl1 Noxa PPI has 5
`NC[C@@H]1O[C@H](C23CC4CC(CC(C4)C2)C3)Cc2c1ccc(O)c2O` in Avidin bead fluor has 7
`C#CCCOC(=O)N1C2=NC(C(=O)OC)=C(C(=O)OC)[C@@H]3N(Cc4ccccc4)c4ccccc4[C@]23C[C@H]1C(=O)OC` in Mcl1 Noxa PPI has 9

Following part:
mol	Avidin bead fluor	Mcl1 Noxa PPI	Mcl1-Bid inh
O=C(NCc1nc2ccccc2[nH]1)C1=C[C@H](c2csc3ccccc23)C[C@H](OCc2ccc(CO)cc2)O1	21	-7	-27
CC1CCC/C=C/C(=O)c2c(O)cc(O)cc2CC(=O)O1 (stereo unspecified)	15	-22	-69
Nc1cc([N+](=O)[O-])ccc1N1C(=O)CCCC1=O	8	4	-24
Oc1ccc2ccccc2c1N=Nc1nccs1	7	-81	-95
CN(C)S(=O)(=O)c1ccc(NC(=O)c2ccc3ncsc3c2)cc1	7	17	-13
COC(=O)c1ccc(C23CC4(C2)[C@H](CN(Cc2ccc(-c5ccccc5)cc2)[C@@H]4c2ccccc2)C3c2ccc(Cl)nc2)cc1 (stereo partly specified)	9	6	-31
CCCn1cc(SCC(N)=O)c2ccccc21	9	18	-64
CC1(OC(=O)C2CCCC2)C(=O)C=C2C=C3CCCCN3C=C2C1=O (stereo unspecified)	7	10	-145
COc1ccc(CCNc2ccc(C(CC(N)=O)NC(=O)c3ccccc3)cc2[N+](=O)[O-])cc1 (stereo unspecified)	11	-18	-37
Cc1cc2cc(CNC(=O)Cc3cccs3)ccc2n1C	14	26	-120
Nc1cc(Cl)nnc1Cl	8	-3	-6
CCCCC1=CC2=CC(=O)C(C)(OC(=O)CC)C(=O)C2=CN1Cc1ccc(OC)cc1 (stereo unspecified)	9	-10	-87
Cc1c(Cl)cccc1NC(=O)CC1Sc2ccccc2NC1=O (stereo unspecified)	7	-7	-9
CCCCN(C(=O)Cn1ncc(Cl)c(Cl)c1=O)c1c(N)n(CC(C)C)c(=O)[nH]c1=O	3	66*	-1
C/C=C/C(=O)N1CC2(CC(c3cccc(NC(=O)/C(C)=C/C)c3)=NO2)C[C@H]1C(N)=O (stereo partly specified)	17	6	-34
CCOC(=O)c1c(C)c(C(=O)OCC)n(C)c1C	5	-10	-17
CC[C@@H]1CC=C[C@H]2[C@H]1C(=O)N(Cc1ccccc1)[C@H]2c1ccc(OC)c(Cl)c1	12	-14	-23
CC(C)(C)N1OC2CC1c1nc3ccccc3n1C2 (stereo unspecified)	10	-7	-32
CN(C)c1ccc(/C=C2\C(=N)N3C(=NC2=O)Sc2cc(S(C)(=O)=O)ccc23)cc1	9	60*	64*
CC#CCN1c2ccccc2[C@]23C[C@@H](C(=O)OC)N(C(=O)C4CCC4)C2=NC(C(=O)OC)=C(C(=O)OC)[C@H]13	10	-12	-38
Cc1ccc(NC(=O)C(=Cc2ccc(C(=O)O)cc2)C(=O)Nc2ccc(C)cc2C)c(C)c1	5	8	-11
Cc1cc2cc(CNC(=O)c3ccc(Br)o3)ccc2[nH]1	8	41	-94
Oc1ccccc1N=Cc1c(O)ccc2ccccc12	7	-14	-35
NC(=O)Cc1ccc2c(c1)[nH]c1ccccc12	6	8	-5
FC(F)(F)c1cccc(NC(=S)NNC(=S)Nc2cccc(C(F)(F)F)c2)c1	7	-7	-36
COc1ccc2c3c1OC1CC(O)C=CC31CCN(C)C2 (stereo unspecified)	7	13	0
Cc1cccc(NC2=C(C#N)C(=O)NC3(CCCC3)S2)c1	9	10	-32
CN(Cc1ccccc1)C(=O)CSc1nc2cc(C(=O)N3CCC(C(N)=O)CC3)ccc2c(=O)n1-c1ccccc1	8	1	-32
CCOC(=O)C1=NN(C(=O)c2cccc(Br)c2)C(O)(C(C)(C)C)C1 (stereo unspecified)	3	-5	-53
O=C(NCc1ccccc1)c1onc(CSc2ccc(Cl)cc2)c1C(=O)NCc1ccccc1	13	-7	-50
CC(C)(C)N1CCC1CN (stereo unspecified)	6	-3	-17
COc1ccc(Nc2cc(Cl)ccc2C(=O)O)cn1	7	11	-79
COC(=O)c1cccc(C#CC(NP(=O)(c2ccccc2)c2ccccc2)c2ccccc2)c1 (stereo unspecified)	10	1	-16
CCOC(=O)C(=CNc1ccccc1Cl)C(=O)OCC	7	-14	-57
CCO[C@@H]1OC(C(=O)NC2CC2)=C[C@H](C(C)(C)C)[C@H]1CCCO	9	-6	-7
COc1ccc(Cc2c3cc(OC)c(OC)cc3cc[n+]2C)cc1OC	14	29	-52

Compound profiles (already shown):
Shown for COc1ccc(Cc2c3cc(OC)c(OC)cc3cc[n+]2C)cc1OC : Avidin bead fluor = 14; Mcl1 Noxa PPI = 29; Mcl1-Bid inh = -52
Shown for CCOC(=O)C(=CNc1ccccc1Cl)C(=O)OCC : Avidin bead fluor = 7; Mcl1 Noxa PPI = -14; Mcl1-Bid inh = -57

Screens: PubChem BioAssay, several laboratories
